# TRPC4 block = inhibitors of mouse TRPC4 channel, primary screen, Fluo4 calcium, HEK293 TRPC4beta/mu-opioid cells. DAMGO-evoked Fluo4 calcium flux; stronger effect = lower value. 0.39% of 300,000 active. B-score at 10 µM. Short transient receptor potential channel 4 (Mus musculus), Q9QUQ5;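 active = B-score over 3 SD under the library average, no early fluorescence shift, positive overall ratio signal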
#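 Signal: kinetic Fluo4 fluorescence imaging of calcium influx. Material: stable TRPC4beta/mu-opioid receptor HEK293 cells. Probe or stimulus: DAMGO in two steps, submaximal then maximal.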
# TRPC6 inhibitor = mouse TRPC6 channel inhibitors, primary screen, cell-based, HEK293, membrane potential dye. Short transient receptor potential channel 6 (Mus musculus), Q61143. ACh-evoked depolarization; stronger effect = lower value. B-score at 10 µM. 1.1% of 310,000 active;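 active = B-score under library mean minus 3 SD, initial fluorescence not abnormally high, positive integrated signal ratio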;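 also: B-score derived from integrated fluorescence ratio over the kinetic read; more negative B-score means stronger inhibition of depolarization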
# Target sequence (Q61143 whole entry, looked up): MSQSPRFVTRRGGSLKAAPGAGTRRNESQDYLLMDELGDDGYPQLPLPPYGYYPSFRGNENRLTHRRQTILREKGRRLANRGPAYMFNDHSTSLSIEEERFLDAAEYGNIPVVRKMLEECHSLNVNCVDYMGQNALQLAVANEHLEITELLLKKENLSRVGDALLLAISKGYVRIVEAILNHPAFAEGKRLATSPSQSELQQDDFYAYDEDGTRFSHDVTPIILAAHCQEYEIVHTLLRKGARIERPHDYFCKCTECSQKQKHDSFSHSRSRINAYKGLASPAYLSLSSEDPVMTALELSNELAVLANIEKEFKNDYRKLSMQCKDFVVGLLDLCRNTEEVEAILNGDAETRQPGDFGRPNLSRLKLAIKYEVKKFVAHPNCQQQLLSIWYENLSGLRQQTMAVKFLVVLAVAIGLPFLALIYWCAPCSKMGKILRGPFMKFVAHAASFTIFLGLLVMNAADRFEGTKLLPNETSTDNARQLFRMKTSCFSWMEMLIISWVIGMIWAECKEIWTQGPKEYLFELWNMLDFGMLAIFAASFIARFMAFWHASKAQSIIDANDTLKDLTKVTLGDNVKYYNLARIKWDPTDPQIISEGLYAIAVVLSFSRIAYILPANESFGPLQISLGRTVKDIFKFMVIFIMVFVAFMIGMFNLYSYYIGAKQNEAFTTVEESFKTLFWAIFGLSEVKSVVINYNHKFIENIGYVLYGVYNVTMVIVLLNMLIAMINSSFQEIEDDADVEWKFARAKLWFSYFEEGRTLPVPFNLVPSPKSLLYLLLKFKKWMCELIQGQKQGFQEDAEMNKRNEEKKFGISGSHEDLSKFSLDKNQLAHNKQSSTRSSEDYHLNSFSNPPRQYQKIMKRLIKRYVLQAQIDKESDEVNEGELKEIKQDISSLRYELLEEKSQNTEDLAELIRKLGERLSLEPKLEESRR
# HIF act = HIF pathway transcriptional activators, primary screen, cell-based, U2OS HRE-luciferase, luminescence. U2OS HRE-luciferase reporter; normalized: DMSO 0%, desferrioxamine 100%. activation, % at 7.5 µM (by protocol). 0.32% of 300,000 active;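 active = mean activation of at least 10% of the iron chelator positive control signal, with at least half of replicates also reaching 10%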
# SKKanGAS inh = S. pyogenes SKKanGAS growth inhibitors in kanamycin, primary screen, streptokinase expression inhibitor project, SKKanGAS strain, BacTiter-Glo luminescence. 6 h. inhibition, % at 7.5 µM. 1.3% of 300,000 active. AID 1662, 2009;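 active = mean replicate score, as percent of positive control median, at least 50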;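 also: strain carries kanamycin resistance gene driven by streptokinase promoter and grows in 40 µg/ml kanamycin; loss of luminescence reflects streptokinase promoter inhibition or plain growth inhibition; 0% = median of DMSO wells and 100% = positive control at its reference dose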
# MrgX1 PAM = positive allosteric modulators of MrgX1, primary screen, HEK293 cells, Fluo-4 calcium flux; FDSS; stronger effect = higher value; B-score at 10 µM; 0.63% of 310,000 active; AID 588675, 2011;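 active = plate-corrected calcium response at least 3 library SD above typical, normal starting fluorescence, not activating the receptor alone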;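 also: compound read alongside a low EC10 to EC30 dose of BAM8-22 agonist; peak minus trough fluorescence over baseline measured at the second addition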
# TRPC6 activator = mouse TRPC6 channel activators, primary screen, cell-based, HEK293, membrane potential dye; Short transient receptor potential channel 6 (Mus musculus), Q61143; HEK293-TRPC6 membrane potential dye fluorescence; stronger effect = higher value; B-score at 10 µM; 0.13% of 310,000 active;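 active = B-score of the integrated fluorescence ratio above library mean plus 3 SD, and starting fluorescence ratio within library mean plus 5 SD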;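 also: higher score means more depolarization so channel activation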
# MrgX1 antagonist = antagonists of human MrgX1 receptor, primary screen, HEK293 cells, Fluo-4 calcium flux; Mas-related G-protein coupled receptor member X1 (Homo sapiens), Q96LB2; BAM8-22 antagonism; stronger effect = lower value; B-score at 10 µM; 1.3% of 310,000 active;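 active = calcium-response B-score plate-corrected more than 3 library SD below zero, starting fluorescence within 5 deviations, no agonist response on first addition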;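 also: peak minus trough fluorescence over baseline after final BAM8-22 challenge near maximal dose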
# RGS4 act = RGS4 potentiators or activators, primary screen, cell-based, HEK293 M3R inducible RGS4, calcium flux | carbachol calcium flux Fluo4; stronger effect = lower value | B-score at 10 µM | 0.92% of 310,000 active | AID 463111, 2010;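 active = B-score of the integrated calcium signal more than 4 SD below the library mean, with starting fluorescence not abnormally high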;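 also: negative B-score means reduced calcium response which marks RGS4 activation or potentiation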
#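 System: HEK293 FlpIn-TREx cells, stable M3R, doxycycline-inducible RGS4. Timing: overnight RGS4 induction, 30 min dye load 37 °C, 20 min compound RT. Also added: carbachol, ECmax concentration. Measured by: Fluo4 fluorescence kinetic imaging of calcium. Evaluation: integrated calcium ratio converted to B score.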
# Platelet DG rel = inhibitors of platelet dense granule secretion, primary screen, cell-based, MLPCN, human platelets; inhibition, %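 (compounds screened at 7.5 µM in platelet-rich plasma)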; 0.22% of 300,000 active; AID 1663, 2009; human platelet-rich plasma, SFLLRN dense granule ATP release, luminescence;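 active = mean replicate score, as percent of positive control, at or above 50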
# RGS4 block = RGS4 inhibitors, primary screen, cell-based, HEK293 M3R inducible RGS4, calcium flux; 0.45% of 310,000 active; B-score at 10 µM; Fluo-4 calcium flux; stronger effect = higher value; triggered by carbachol at its EC20; AID 463165, 2010;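 active = B-score, a plate-corrected calcium signal, over three deviations above library mean, with baseline fluorescence within five deviations of library mean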;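 also: RGS4 expression induced by doxycycline in cells with stable M3 receptor; B-score is computed from the integrated fluorescence ratio over baseline after carbachol; higher B-score means a larger calcium signal and so more RGS4 inhibition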
# MrgX1 agonist = agonists of human MrgX1 receptor, primary screen, HEK293 cells, Fluo-4 calcium flux. Mas-related G-protein coupled receptor member X1 (Homo sapiens), Q96LB2. Fluo-4 calcium fluorescence, agonist mode; stronger effect = higher value. B-score at 10 µM. 0.44% of 310,000 active. AID 588627, 2011;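 active = calcium response B-score plate-corrected fluorescence ratio at least 3 library SD, with starting fluorescence B-score inside 5 SD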
#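 Test system: HEK293 cells stably expressing human MrgX1 receptor; Input: fifteen thousand cells per well; Dosing: compound delivered in addition one of three; Schedule: overnight seeding, then 1 h dark dye loading; Technique: Fluo-4 NW calcium fluorescence; Measure: B-scored fluorescence response ratio; Controls: positive and negative controls per plate.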
# * marks the source's active call; other numbers are inactive results; i = inactive.
smiles | TRPC4 block | TRPC6 inhibitor | HIF act | SKKanGAS inh | MrgX1 PAM | TRPC6 activator | MrgX1 antagonist | RGS4 act | Platelet DG rel | RGS4 block | MrgX1 agonist
CC12CCCCC1=[N+]([O-])CN2O (stereo not drawn) | i | i | 0.5 | 0 | i | i | i | i | -2 | i | i
CCCCn1c(O)c(/C=N/N2CCCCC2c2cccnc2)c(=O)[nH]c1=S (stereo not drawn) | i | i | -0.2 | -10 | i | i | i | i | -3 | i | i
Nc1c(C(=O)OC2CCCCC2)c2nc3ccccc3nc2n1CC1CCCO1 (stereo not drawn) | i | i | 0.0 | 5 | i | i | i | i | -6 | i | i
O=C1NC(=O)N(Cc2ccco2)C(=O)/C1=C/c1cccn1CCOc1ccccc1Cl | i | i | -0.8 | 9 | i | i | i | i | 13 | i | i
CCOC(=O)C1(CCc2ccccc2)CCN(CC(O)CO)CC1 (stereo not drawn) | i | i | 2.2 | 5 | i | i | i | i | -1 | i | i
CCC(CC)C1C(C#N)=C(N)Oc2c1c(=O)oc1ccccc21 (stereo not drawn) | i | i | 0.2 | -18 | i | i | i | i | -4 | i | i
N#Cc1ccccc1Cn1cc(C(=O)c2ccco2)c2ccccc21 | i | i | -0.4 | -1 | i | i | i | i | 0 | i | i
CC(O)(CS(=O)(=O)c1ccccc1)C(=O)Nc1cccc(C(F)(F)F)c1 (stereo not drawn) | i | i | 0.4 | 3 | i | i | i | i | -6 | i | i
COc1ccc(C(=O)NC(=S)N2C[C@H]3C[C@H](C2)c2cccc(=O)n2C3)cc1OC | i | i | 0.0 | 9 | i | i | i | i | 1 | i | i
CSc1ccc(CNC2CN3CCC2CC3)cc1 (stereo not drawn) | i | i | 0.1 | -3 | i | i | i | i | 7 | i | i
CCN(CC)C(=O)c1ccc(NC(=O)Cn2nc(C)c3ccccc3c2=O)cc1 | i | i | -0.2 | -4 | i | i | i | i | -3 | i | i
CC(C)(C)n1cccc1/C=C1\C(=O)NC(=O)N(c2ccccc2)C1=O | i | i | -0.9 | 0 | i | i | i | i | 9 | i | i
COc1cc(C(=O)OC2C[C@H]3CC[C@@H](C2)N3)ccc1O (stereo partly drawn) | i | i | 0.0 | -3 | i | i | i | i | 2 | i | i
CC1CN(CC(=O)c2ccccc2Cl)CC(C)O1 (stereo not drawn) | i | i | -19 | 0 | i | i | i | i | -2 | i | i
CCCCOC(=O)COc1cc(C)cc2oc(=O)c3c(c12)CCC3 | i | i | 0.9 | 7 | i | i | i | i | 0 | i | i
Cc1ccc(S(=O)(=O)N2CCCC(C(=O)N3CCC4(CC3)OCCO4)C2)cc1 (stereo not drawn) | i | i | -0.7 | 2 | i | i | i | i | 7 | i | i
CCN(CC)S(=O)(=O)N1CCC(C(=O)N2CCC3(CC2)OCCO3)CC1 | i | i | 0.3 | 5 | i | i | i | i | -7 | i | i
Cc1ccc(C)c(NC2=NCCCS2)c1 | i | i | 0.2 | -2 | i | i | i | i | 2 | i | i
O=C(CN1CCOCC1)c1ccc2cc[nH]c2c1 | i | i | 0.1 | -3 | i | i | i | i | 1 | i | i
COc1cc(CN=Cc2c(O)n(C(C)(C)C)c(=O)[nH]c2=O)cc(OC)c1 | i | i | -0.6 | -2 | i | i | i | i | -3 | i | i
CCC(=Nc1ccc(OC)cc1OC)c1c(O)n(C2CCCCC2)c(=O)[nH]c1=O | i | i | -0.8 | 24 | i | i | i | i | -5 | i | i
COC(=O)Cn1cc(/C=C2\C(=O)NC(=O)N(c3ccccc3)C2=O)c2ccccc21 | i | i | 0.5 | 0 | i | i | i | i | -7 | i | i
C/C(=N\NC(=O)c1ccccc1Cl)c1c(O)n(C2CCCCC2)c(=O)[nH]c1=O | i | i | -0.4 | 10 | i | i | i | i | -9 | i | i
CC1(C)CC(n2[nH]c(=O)c3c2NC(=O)CSC3c2ccc(F)cc2)CCO1 (stereo not drawn) | i | i | -0.4 | -1 | i | i | i | i | -1 | i | i
CP(=O)(O)CN1CCCCC1 | i | i | 0.3 | -10 | i | i | i | i | 2 | i | i
O=C1NC(=O)N(Cc2ccccc2)C(=O)/C1=C/c1cnc(-c2ccccc2)nc1 | i | i | -0.1 | 9 | i | i | i | i | -1 | i | i
O=C(CN1CC=C(c2ccccc2)CC1)NC(=O)NCc1ccco1 | i | i | -0.8 | -7 | i | i | i | i | 0 | i | i
O=C(c1cccc(C(F)(F)F)c1)C1CCCN(Cc2ccccc2O)C1 (stereo not drawn) | -9* | i | -0.4 | 2 | i | i | i | i | 0 | i | i
COc1cc(C)cc(CN2CC=C(c3ccccc3)CC2)c1O | i | i | -0.3 | -13 | i | i | i | i | 1 | i | i
Clc1ccc(CN2CCNCC2)cc1 | i | i | -0.7 | 1 | i | i | i | i | -3 | i | i
CC12CC[C@H]3[C@@H](CCC4(O)C[C@H](O)CCC34/C=N/NC(=O)c3ccc(O)cc3)C1(O)CCC2C1=CC(=O)OC1 (stereo partly drawn) | i | i | -0.2 | 4 | i | i | i | i | -3 | i | i
O=c1cccc2n1CC1CC2CN(S(=O)(=O)c2ccccc2)C1 (stereo not drawn) | i | i | -0.3 | 2 | i | i | i | i | -1 | i | i
NC1CCCCC1N=Cc1c(O)n(Cc2ccc(F)cc2)c(=O)[nH]c1=O (stereo not drawn) | i | i | -0.5 | 4 | i | i | i | i | -16 | i | i
CCn1c(=O)cc(OCC(=O)N2CCN(Cc3ccc4c(c3)OCO4)CC2)c2ccccc21 | i | i | 2.0 | 0 | i | i | i | i | -1 | i | i
O=P(NCc1ccccc1)(Oc1ccccc1)Oc1ccccc1 | i | i | -0.2 | 14 | i | i | i | i | 3 | i | i
Brc1ccc(CN2CCNCC2)s1 | i | i | 0.0 | 2 | i | i | i | i | 1 | i | i
C/C(=N\N1CCCCC1c1cccnc1)c1c(O)n(C2CCCCC2)c(=S)[nH]c1=O (stereo not drawn) | i | i | -0.7 | 1 | i | i | i | i | -8 | i | i
COc1ccc(/C=N\N=C(N)N)cc1 | i | i | 0.0 | -2 | i | i | i | i | 2 | i | i
COc1ccc(-c2cc(-c3ccccc3)[n+](C)c(-c3ccccc3)c2)cc1 | i | -5.6* | -0.3 | -7 | i | i | i | i | -1 | i | i
NC(=O)Cn1cc(C=C2C(=O)NC(=O)NC2=O)c2ccccc21 | i | i | -4.5 | -2 | i | i | i | i | 0 | i | i
c1cncc(C2Nc3cccc4cccc(c34)N2)c1 | i | i | 0.4 | -1 | i | i | i | i | 7 | i | i
COC(=O)CCCNC(=O)CN1CC(c2ccccc2)CC1=O (stereo not drawn) | i | i | 0.2 | 5 | i | i | i | i | 13 | i | i
CCOC(=O)C(C)(CC)NC(=O)CSP(=S)(OCC)OCC (stereo not drawn) | i | i | -0.1 | -5 | i | i | i | i | -2 | i | i
c1ccc(P(c2ccccc2)c2ccccn2)cc1 | i | i | -0.6 | 10 | i | i | i | i | -9 | i | i
CC(C)n1c(=O)c(C=Nc2ccc(Br)cc2)c(O)n(Cc2ccco2)c1=O | i | i | 0.3 | 12 | i | i | i | i | -2 | i | i

# The final 5 records of the section above come first, to join the parts.
smiles | TRPC4 block | TRPC6 inhibitor | HIF act | SKKanGAS inh | MrgX1 PAM | TRPC6 activator | MrgX1 antagonist | RGS4 act | Platelet DG rel | RGS4 block | MrgX1 agonist
c1cncc(C2Nc3cccc4cccc(c34)N2)c1 | i | i | 0.4 | -1 | i | i | i | i | 7 | i | i
COC(=O)CCCNC(=O)CN1CC(c2ccccc2)CC1=O (stereo not drawn) | i | i | 0.2 | 5 | i | i | i | i | 13 | i | i
CCOC(=O)C(C)(CC)NC(=O)CSP(=S)(OCC)OCC (stereo not drawn) | i | i | -0.1 | -5 | i | i | i | i | -2 | i | i
c1ccc(P(c2ccccc2)c2ccccn2)cc1 | i | i | -0.6 | 10 | i | i | i | i | -9 | i | i
CC(C)n1c(=O)c(C=Nc2ccc(Br)cc2)c(O)n(Cc2ccco2)c1=O | i | i | 0.3 | 12 | i | i | i | i | -2 | i | i
O=C(O)Cn1cc(/C=C2\C(=O)NC(=O)N(c3ccc(F)cc3)C2=O)c2ccccc21 | i | i | -0.9 | -3 | i | i | i | i | -3 | i | i
CC1CCN(CC(=O)c2ccc3c(c2)OCCO3)CC1 | i | i | -0.1 | -5 | i | i | i | i | -9 | i | i
N#CCC(=O)NN1Cc2ccccc2C1=N | i | i | -0.1 | -3 | i | i | i | i | 12 | i | i
CC(C)=CCSc1nnc([C@@H](N)Cc2c[nH]c3ccccc23)o1 | i | i | 18* | 3 | i | i | i | i | -2 | i | i
CNC(=S)N1CCN(CCN=Cc2c(O)n(-c3ccc(C)cc3)c(=S)[nH]c2=O)CC1 | i | i | -0.4 | 2 | i | i | i | i | -2 | i | i
CC(C)(C)N(NC(=O)c1ccccc1)C(=O)c1ccccc1 | i | i | 0.1 | -3 | i | i | i | i | 5 | i | i
Cn1c(O)c(C=Nc2ccc(Br)cc2)c(=O)n(C)c1=O | i | i | 0.2 | -8 | i | i | i | i | 8 | i | i
COc1ccc2nc(/N=C/c3c(O)n(-c4cccc(Cl)c4)c(=O)[nH]c3=O)sc2c1 | i | i | 0.6 | 0 | i | i | i | i | -25 | i | i
COc1ccccc1N1CCN(Cc2ccccc2)CC1 | i | i | 0.0 | 4 | i | i | i | i | 15 | i | i
OC(CCNCCc1c[nH]c2ccccc12)C(F)(F)F (stereo not drawn) | i | i | -0.6 | -1 | i | i | i | i | 6 | i | i
COc1cc(C2NCc3ccccc3-n3cccc32)ccc1O (stereo not drawn) | i | i | -0.3 | -9 | i | i | i | i | -8 | i | i

# A portion of the library; the hit share may differ from the screen's.
